Source: PubChem BioAssay (National Center for Advancing Translational Sciences (NCATS))
TCR act = activators of T cell receptors | primary human leukocytes, anti-CD3, IL-2 HTRF, 48 h | Potency, µM (series often up to 9.22 µM), for inactives: top-dose activation of IL-2 secretion, actives largely listed as activators | 330,000 tested, under 10 active; note: % of control where 0% means no effect
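Primary human leukocytes incubated 48 hr with anti-CD3 beads plus compound, without co-stimulation. Secreted IL-2 measured by HTRF (europium cryptate/d2 anti-IL-2 pair, 320 nm excitation, 665 nm emission).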
BCR signal inh = blocks chronic active B-cell receptor signaling | ABC-DLBCL IkBa-CBG/CBR reporter, luminescence ratio, 4 h | Potency, µM (titrated, usually from 46.1 µM), for inactives: at the top dose ratio change, negative = lower green/red ratio, most hits filed as inhibitors | actives 0.05% (n = 340,000); active = well fitted inhibition curve with a large enough effect in the signal ratio, with a control signal flat, not every such curve was filed as active; inconclusive = small, poorly fitted or top-dose-only effect, or effect the other way, or a change in a side signal; the % refers to the signal ratio;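 note: potency is the fitted concentration of half-maximal effect; plate controls were basal doxycycline-induced cells for no effect and cells given 10 µM MG132 for full effect; MG132 reads +100%, hits lower the ratio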
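TMD8 ABC-DLBCL cells carrying doxycycline-inducible green luciferase fused to IkappaBalpha plus unfused red luciferase were exposed to compounds (up to 46 uM) for 4 hrs at 37C. Activity came from the overlap-corrected green/red luminescence ratio.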
Tb PFK block = T. brucei PFK enzyme inhibition; T. brucei PFK, ADP-Glo luminescence; Potency, µM (titrated, usually from 57.5 µM), without a hit: at the highest dose activity, negative = inhibition, actives largely listed as inhibitors; actives 0.17% (n = 330,000);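 note: potency is the fitted concentration of half-maximal effect; 0% = uninhibited 1x PFK enzyme wells and -100% = no-enzyme wells; nearly all actives have a fitted effect of over 60% in size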
Target sequence (O15648 whole entry, looked up): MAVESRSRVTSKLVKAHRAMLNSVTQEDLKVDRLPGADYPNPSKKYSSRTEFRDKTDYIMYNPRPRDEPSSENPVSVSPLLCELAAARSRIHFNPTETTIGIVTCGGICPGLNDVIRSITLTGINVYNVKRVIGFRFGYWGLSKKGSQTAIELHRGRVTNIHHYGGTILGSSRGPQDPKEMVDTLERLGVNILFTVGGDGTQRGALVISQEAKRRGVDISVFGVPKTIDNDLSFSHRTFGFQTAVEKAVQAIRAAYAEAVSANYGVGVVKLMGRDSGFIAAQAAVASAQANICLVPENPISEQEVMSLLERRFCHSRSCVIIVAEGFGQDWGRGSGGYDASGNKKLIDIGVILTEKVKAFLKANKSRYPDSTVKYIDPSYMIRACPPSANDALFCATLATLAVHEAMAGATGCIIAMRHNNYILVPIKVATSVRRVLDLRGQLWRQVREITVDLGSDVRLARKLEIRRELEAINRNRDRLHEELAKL
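Activity is normalized to no-enzyme wells (full inhibition) and 1.25 nM enzyme wells (no inhibition). Reaction: 0.5 mM F6P, 0.1 mM ATP, 45 min RT, ADP-Glo luminescence; concentration-response curves fitted and classed by quality.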
TSHR antagonist = blocks TSH signaling through the human TSH receptor; TSHR-expressing cells, TSH-stimulated cAMP HTRF, 2 h; hits give low values; activity change, negative = inhibition, % at 11.5 µM; actives 0.2% (n = 330,000);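 active = activity change below a set negative limit, meaning inhibition stronger than a set level, cut at about -70% in these data; inconclusive = activity change between two set negative limits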; note: % is set by controls: 0 for no effect and ±100 for the full control effect
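Competitive HTRF cAMP read-out (cryptate anti-cAMP antibody, cAMP-d2; 30 min, room temperature) in freshly harvested TSHR cells. Compounds added before TSH at EC80 (4nM final), followed by 2 hours' incubation at 37 deg C.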
ELG1 repair inh = ELG1-dependent DNA repair inhibition; AID 504467; HEK293T ELG1-luciferase reporter, luminescence, 16 h; DNA damage induced by 5-fluorouridine; Potency, µM (top dose mostly 46.1 µM), inactives show at the top dose activity change, negative = inhibition, usual class: inhibitors; actives 2.3% (n = 330,000); note: potency is the fitted concentration of half-maximal effect; % is set by controls: 0 for no effect and ±100 for the full control effect; nearly all actives have a fitted effect of over 55% in size
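Reporter activity after DNA damage by 5-fluorouridine is monitored. Compound-treated cells incubate 16 hr at 37 °C, then ONE-Glo is added for 30 min before luminescence reading.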
Eya2 phos inh = Eya2 (human) phosphatase inhibition. recombinant Eya2, OMFP fluorescence dephosphorylation (OMFP is methylfluorescein phosphate). Potency, µM (series often up to 76.9 µM), for inactives: top-dose activity, negative = inhibition, usual class: inhibitors. actives 0.006% (n = 330,000). AID 488837; note: potency is the fitted concentration of half-maximal effect; % is set by controls: 0 for no effect and ±100 for the full control effect
Target sequence (O00167 whole entry, looked up): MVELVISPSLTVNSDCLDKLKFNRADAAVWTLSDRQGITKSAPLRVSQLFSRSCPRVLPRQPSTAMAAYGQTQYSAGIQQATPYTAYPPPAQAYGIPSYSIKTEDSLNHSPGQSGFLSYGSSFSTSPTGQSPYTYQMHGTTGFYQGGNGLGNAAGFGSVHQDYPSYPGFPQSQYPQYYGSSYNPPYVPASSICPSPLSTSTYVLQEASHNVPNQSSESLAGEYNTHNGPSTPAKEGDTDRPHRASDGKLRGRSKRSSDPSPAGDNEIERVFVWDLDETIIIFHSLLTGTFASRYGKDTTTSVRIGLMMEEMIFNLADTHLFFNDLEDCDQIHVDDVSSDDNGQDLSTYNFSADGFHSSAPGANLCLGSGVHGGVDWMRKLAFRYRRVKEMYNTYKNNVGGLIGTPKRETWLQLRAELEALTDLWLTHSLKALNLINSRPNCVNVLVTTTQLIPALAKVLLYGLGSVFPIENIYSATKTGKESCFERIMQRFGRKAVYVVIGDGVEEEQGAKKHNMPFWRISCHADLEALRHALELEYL
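Eya2 protein (added as 0.2 uM solution) was preincubated with compound for 10 min at ambient temperature in 50 mM HEPES pH 7.5, 50 mM NaCl, 5 uM MgCl2, 0.05% BSA, 1 mM DTT. OMFP (added at 50 uM) then reacted 10 min; fluorescence read at 485/525 nm.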
Mito fusion yeast = inhibitors of mitochondrial division or activators of mitochondrial fusion | actives 0.23% (n = 320,000) | AID 485298 | S. cerevisiae fusion-defective mutant growth rescue, CellTiterGlo 48 h | Potency, µM (doses to about 46.1 µM), for inactives: at the highest dose growth rescue (activation), usual class: activators;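 note: potency is the fitted concentration of half-maximal effect; % of control where 0% means no effect; nearly all actives have a fitted effect of over 45% in size; temperature-sensitive fusion mutants such as fzo1-1 at 37 °C on non-fermentable ethanol glycerol medium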
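Temperature-sensitive fusion-defective S. cerevisiae (e.g. fzo1-1, mgm1-5) were grown with compound in YPEG medium (3% ethanol, 3% glycerol) for 48 hours at 37C. Growth rescue was measured as viability by CellTiterGlo luminescence after 10 minutes at ambient.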
Integrin act MD = activators of alpha7 integrin expression for muscular dystrophy; alpha7betagal myoblasts, beta-gal FDG fluorescence, 48 h; Potency, µM (top dose mostly 38.3 µM), without a hit: at the highest dose activation, usual class: activators; actives 0.064% (n = 350,000); AID 624291;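 note: potency is the fitted concentration of half-maximal effect; 100% = response of the positive control SU9516; nearly all actives have a fitted effect of over 60% in size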
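Alpha7betagal+/- myoblasts (passage 13) were plated 16-24 hr, then exposed to compounds (1:260 dilution of DMSO stock) for 48 hours at 37C. After MPER lysis, β-galactosidase reporter activity was read as FDG fluorescence (ex 480/em 540) after 30 minutes.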
ASM inhibitor = blocks human secretory acid sphingomyelinase; P17405; placental ASM, HMU-PC fluorogenic substrate, 60 min; Potency, µM (highest dose often 57.5 µM), for the others: at the top dose activity change, negative = inhibition, most hits filed as inhibitors; actives 0.006% (n = 340,000); note: potency is the fitted concentration of half-maximal effect
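Fluorogenic HMU-PC substrate (9 uM final) is turned over by placental ASM in 60 min at 37 C after a 10 min compound preincubation. Reaction ended by alkaline stop (pH 10), with fluorescence read at 386/447 nm.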
PTAP TSG101 blk = blocks PTAP/TSG101 interaction to inhibit HIV-1 budding. Fluorescence polarization, FITC-PTAP peptide / Tsg101 binding. 340,000 tested, under 10 active. Potency, µM (top dose mostly 115 µM), without a hit: at the highest dose activity change, negative = inhibition, hits mostly inhibitors. AID 493005; active = well fitted inhibition curve with a large enough effect in the main read-out, with a control signal flat, not every such curve was filed as active; inconclusive = small, poorly fitted or top-dose-only effect, or effect the other way, or a change in a side signal; inactive = no such curve, though single readings can be large or run the other way; note: potency is the fitted concentration of half-maximal effect; % of control where 0% means no effect
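Steps: Tsg101 binding domain dispensed (10 uM final), compounds pinned in DMSO, FITC-labeled PTAP-motif peptide added (50 nM final); after 20 min binding at room temperature, polarization measured.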
AT treatment = potential ataxia-telangiectasia treatment; Potency, µM (doses to about 57.5 µM), without a hit: top-dose activation, most hits filed as activators; actives 0.19% (n = 320,000); […] A-T fibroblasts, KAP-1 phosphorylation AlphaLISA; neocarzinostatin DNA damage 30 min before lysis; note: potency is the fitted concentration of half-maximal effect; % of control where 0% means no effect; nearly all actives have a fitted effect of over 45% in size
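hTERT-immortalized A-T patient fibroblasts ([…]), 500 cells/well in OPTI-MEM, 1% FBS, got compounds for 60 min, then NCS for 30 min at 37C. Lysates were then assayed for phospho-KAP-1 by AlphaLISA (anti-pKAP1 donor, anti-KAP1 acceptor beads), 6 hr at 25C.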
An asterisk follows results filed as active; ? = inconclusive; · = not tested or not shown; [ ] = another dose, or the depositor's remark. Unless noted, calls come from the whole dose curve; as a rule, active = well fitted curve in the direction sought with a large enough effect; inconclusive = small, poorly fitted or top-dose-only effect, or another doubt; inactive = no such curve, though single readings can be large; an effect the other way counts as inactive or inconclusive.

SMILES,PTAP TSG101 blk,Integrin act MD,Tb PFK block,Eya2 phos inh,BCR signal inh,Mito fusion yeast,AT treatment,TCR act,ELG1 repair inh,ASM inhibitor,TSHR antagonist
COc1cc(C=O)ccc1Oc1ccc(S(=O)(=O)N2CCOCC2)cc1[N+](=O)[O-],-2%,-28%,-3%,?,0%,·,-9%,-3%[46.1 µM],0%,-2%,9
Cc1cc(C)n(CCCNC(=O)C2CCC(=O)N(CCc3ccc(Cl)cc3)C2)n1 (centres undefined),-10%,0%,1%,7%,-13%,0%,-8%,-3%,11%,-2%,5
CCOC(=O)Cc1csc(NC(=O)c2ccc([N+](=O)[O-])cc2[N+](=O)[O-])n1,1%,-24%,-1%,5%,6%,-3%,2%,·,-3%,-2%,4
Cc1ccccc1S(=O)(=O)N1[C@@H](c2ccccc2)C(C(=O)O)=CC[C@H]1c1ccc(Cl)cc1,-4%,-6%,0%,0%,5%,-9%,10%,-2%,23%,0%,-5
Cc1cccc(NC(=O)NC(=O)c2ccccc2)n1,-6%,22%,-1%,-6%,?,-2%,-5%,·,?,0%,21
CC(C)c1ccc(CNc2nnnn2C)cc1,-4%,-22%,2%,-2%,-13%,1%,5%,·,16%,3%,-9
Cc1ccc(SCCSc2ncccn2)cc1,0%,0%,0%,8%,2%,-3%,3%,6%,?,-1%,-3
CCc1ccccc1NC(=O)[C@@H]1CCC(=O)N1C1OC(=O)c2c1ccc(OC)c2OC (some centres undefined),1%,7%,4%,-2%,-17%,-1%,5%,-8%,2%,3%,-2
COc1ccc(S(=O)(=O)Nc2ccc3ccccc3c2)cc1C,-4%,-26%,2%,-10%,-19%,?,·,6%,?,-18%,-6
Cc1ccc(NC(=O)c2cnn(C)c2)cc1[N+](=O)[O-],1%,3%,0%,-2%,?,-6%,2%,3%[46.1 µM],12%,0%,3
COc1ccc(N2C(=NC(=O)C3CCCCC3)SC3CS(=O)(=O)CC32)c(OC)c1 (centres undefined),-3%,33%,-2%,-8%,-1%,-2%,0%,3%,9%,1%,10
CC(Cc1ccccn1)NC(=O)c1ccc(OC2CCN(CCc3ccccc3)CC2)cc1 (centres undefined),-1%,11%,-2%,13%,3%,1%,-2%,-7%,17%,7%,-19
COc1ccc(-c2ccc(SCC(=O)c3ccc(F)cc3)nn2)cc1OC,0%,-1%,1%,-8%,-6%,23%,0%,5%,-29%,-1%,-4
CC(C)[C@H](NC(=O)C1CCN(C(=O)[C@H](Cc2ccccc2)NC(=O)OC(C)(C)C)CC1)C(=O)O,-2%,-6%,2%,1%,2%,-24%,-3%,2%,5%,6%,0
CCc1ccc(OCc2cnc(Cl)s2)cc1,-2%,-26%,-1%,-2%,4%,0%,9%,2%,?,1%,-4
Cc1ccc(Cl)c(OCC(=O)OCC(=O)c2ccc[nH]2)c1,-3%,3%,0%,-1%,3%,·,3%,-7%,3%,-1%,-5
COc1ccc(N(Cc2cc3cccc(C)c3[nH]c2=O)C(=O)C2CCCO2)cc1 (centres undefined),-2%,-16%,3%,-5%,-14%,4%,13%,-9%,?,-1%,-18
O=C(c1cncc(Br)c1)N1CCc2ccccc2C1,1%,11%,-3%,-2%,8%,0%,·,-4%,5.8µM*,0%,14
Cc1ccc(S(=O)(=O)N2CCN(C)CC2)c2nsnc12,-1%,44%,-11%,1%,7%,-11%,-6%,6%,11%,-4%,11
O=C(c1ccco1)N1CCN(C(=O)c2cc3ccccc3oc2=O)CC1,0%,30%,-6%,5%,1%,1%,13%,3%,7%,·,6
O=C(Nc1ccccc1F)C1CCN(S(=O)(=O)c2cccc3nonc23)CC1,-2%,14%,-6%,12%,-9%,-2%,7%,0%,-19%,-1%,29
COc1ccc(NC(=O)CSCC(=O)N(C)Cc2cccc(OC)c2OC)cc1,-4%,-11%,0%,-13%,?,-3%,0%,4%,-10%,5%,-5
Cn1c(Cc2ccccc2)nnc1SCc1nc2ccccc2c(=O)[nH]1,-2%,?,2%,4%,-5%,-3%,1%,-1%,1%,-1%,-5
Cc1ccc(/C=N/NC(=O)c2cccnc2)s1,-1%,-15%,1%,2%,?,-4%,-3%,-6%,11%,3%,13
Cc1ccc(C)c(OCCn2c(=O)c3c(ncn3C3CCCC3)n(Cc3ccccc3)c2=O)c1,0%,-50%[inhibitor],0%,3%,-1%,17%,0%,-1%[46.1 µM],21µM*,-11%,-25
CCC(=O)Nc1cccc(-c2ccc(N3CCN(C)CC3)nn2)c1,-4%,-1%,2%,2%,-16%,-1%,8%,-4%,?,3%,6
N#Cc1cc([N+](=O)[O-])cnc1N(CCO)CCO,0%,16%,0%,0%,0%,-3%,-3%,4%[46.1 µM],4%,-5%,21
COc1ccc(CCC(=O)N2CCCc3ccccc32)cc1,0%,0%,6%,0%,?,16%,5%,-3%,-2%,1%,1
CNC(=O)c1c(NC(=O)c2ccco2)sc2c1CCCC2,-3%,-4%,-5%,-18%,?,19%,10%,-1%,2%,3%,-16
CC1=CC(C)(C)Nc2ccc(OC(=O)C(C)N3C(=O)c4ccccc4C3=O)cc21 (centres undefined),-2%,-72%[inhibitor],1%,8%,?,22%,2%,-1%,-21%,-6%,-4
COc1cccc(C(=O)NOCc2ccccc2)c1OC,-2%,21%,-8%,-10%,?,-1%,4%,1%,?,1%,-5
Cc1c(CN(C)C)c2c(n1Cc1ccccc1)C(=O)c1ccccc1-2,2%,-47%[inhibitor],2%,-21%,-20%,0%,-5%,-1%,-24%,-8%,-4
CCCc1nc(NCc2ccncc2)c2nnn(Cc3ccccc3F)c2n1,-5%,-34%,3%,-17%,16%,5%,-6%,6%[46.1 µM],?,-1%,1
COC(=O)/C=C/c1sc2nc(C)cc(C)c2c1N=CN(C)C,-4%,12%,-4%,10%,11%,21%,-3%,-1%,-3%,4%,2
CCc1nnc(NC(=O)C2CC(=O)N(C3CCCC3)C2)s1 (centres undefined),-2%,4%,0%,12%,-1%,0%,1%,12%,10%,-3%,5
CCSc1sccc1C1C(C#N)=C(N)N(c2cccnc2)C2=C1C(=O)CCC2 (centres undefined),-3%,-20%,-1%,-19%,?,5%,0%,2%,-2%,1%,-5
S=C(NCCCN1CCOCC1)NCCCN1CCOCC1,0%,13%,?,-2%,0%,-4%,0%,1%[46.1 µM],-6%,-1%,-2
CC(C)(C)NC(=O)CN(Cc1ccccc1)S(=O)(=O)c1ccccc1,-1%,6%,1%,-1%,-1%,4%,1%,-2%,-4%,8%,3
Cc1c(C(=O)NCCSCc2cccc(C(F)(F)F)c2)cnn1-c1ccc(Cl)cc1,1%,35%,4%,-14%,?,-7%,2%,3%,-3%,-5%,-20
CC(/C=C/c1ccc(N(C)C)cc1)=N\N=C(/N)SC1CC(=O)N(c2ccc(C(=O)O)cc2)C1=O (centres undefined),?,14%,2%,17%,?,-11%,3%,-2%[46.1 µM],?,42%[activator],-10
CC(C)CC(=O)NC1(C(F)(F)F)C(=O)Nc2c1c(=O)n(C)c(=O)n2C (centres undefined),0%,8%,-4%,2%,1%,0%,-2%,-1%,-4%,3%,-9
Cc1onc(-c2ccccc2Cl)c1C(=O)OCC(=O)Nc1ccc2c(c1)OCO2,-3%,-11%,1%,8%,-8%,2%,10%,0%,-5%,-2%,-5
Cc1ccc(S(=O)(=O)N2CCC(C(=O)N[C@H](C(=O)N3CCN(C)CC3)C(C)C)CC2)cc1,-6%,1%[7.66 µM],2%,-12%,0%,0%,17%,·,-4%,0%,-4

Compounds as they come; 3.2% or so of the library scored in one or more.
